High-throughput results (PubChem BioAssay)
HSF-1 act: increases HSF-1 driven luciferase reporter signal; NIH3T3-HGL HSF-1 luciferase reporter, MG132, 8 h; 100% = twice DMSO control signal; activation, % at 9 µM; 300,000 compounds, 1.7% hits; AID 504408;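 active means mean replicate activation of at least 50% with a set share of replicates each reaching 50%; inconclusive means only one of those two conditions met; inactive means mean below 50% and too few replicates reaching it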;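 further: 0% = median of the neutral control wells and 100% = twice that signal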
SKKanGAS inh: inhibitors of SKKanGAS S. pyogenes growth in kanamycin (SK-promoter or general growth effect); 300,000 compounds, 1.3% hits; inhibition, % at 7.5 µM; BacTiter-Glo, 6 h;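 active means mean replicate score, as percent of positive control median, at least 50; inconclusive means mean below 50 but one replicate at or above 50; inactive means mean and every replicate below 50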;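 further: strain carries kanamycin resistance gene driven by streptokinase promoter and grows in 40 µg/ml kanamycin; loss of luminescence reflects streptokinase promoter inhibition or plain growth inhibition; 0% = median of DMSO wells and 100% = positive control at its reference dose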
HSF1 inh: HSF1 inhibition. NIH3T3-HGL HSE-luciferase, MG132-induced, luminescence 8 h; active compounds read low. activity change, negative = inhibition, % at 7.5 µM (by protocol). 300,000 compounds, 0.77% hits;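 active means more than half of replicate wells show activity change below -50%, luminescence cut by over half; inconclusive means some wells, but at most half, below -50%; inactive means no replicate well below -50%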;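 further: luciferase reports HSF-1 transcriptional activity via heat shock element; 0% = median of DMSO wells and -100% = zero luminescence signal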
HIF activator: HIF pathway transcriptional activation; activation, % at 7.5 µM (by protocol); U2OS HRE-luciferase reporter, luminescence; normalized: DMSO 0%, desferrioxamine 100%; 300,000 compounds, 0.32% hits;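 active means mean activation of at least 10% of the iron chelator positive control signal, with at least half of replicates also reaching 10%; inconclusive means mean and replicate majority disagree about reaching 10%; inactive means mean and most replicates under 10%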
Platelet DG rel: platelet dense granule release activity; inhibition, %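 (compounds screened at 7.5 µM in platelet-rich plasma)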; 300,000 compounds, 0.22% hits; AID 1663; human platelet-rich plasma, SFLLRN dense granule ATP release, luminescence;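 active means mean replicate score, as percent of positive control, at or above 50; inconclusive means mean below 50 but at least one replicate at or above 50; inactive means mean and every replicate below 50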
HSP90 inh: HSP90 refolding inhibition in rabbit reticulocyte lysate | AID 1789 | luciferase refolding luminescence, 3 h | inhibition, % at 5.6 µM | 290,000 compounds, 0.91% hits;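 active means inhibition above the screen-wide mean plus 3 SD, computed separately per campaign, cut at about 16% in these data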;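 further: 0% = DMSO wells and 100% = 60 µM geldanamycin wells; inhibitors lower the luminescence because luciferase stays unfolded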
AI-2 QS modul: modulators of Vibrio harveyi AI-2 quorum sensing system; Vibrio harveyi JMH597 AI-2 luminescence/OD600 ratio, 9 h; active compounds read low; strain lacks LuxN and CqsS sensors; 0 = neutral-control median; activity change, % at 7.5 µM; 300,000 compounds, 0.4% hits; in the data active means activity change below about -75%, passing the limit was not always enough; inconclusive means no clear call, values can overlap the other calls;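 further: luminescence divided by OD600 gain over 9 h not by final OD600 alone; inactives centre near 13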
KLF5 inh: kruppel-like factor 5 inhibition; inhibition, % at 5 µM; DLD-1 KLF5 promoter-luciferase reporter, luminescence; 290,000 compounds, 0.23% hits;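 active means inhibition above a per-plate limit of that plate's mean compound inhibition plus 3 SD, cut at about 60% in these data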;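 further: 0% = DMSO wells and 100% = LY294002 at 200 µM; higher means less KLF5 promoter-driven luciferase light; inactives centre near -14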
aSyn UTR inh: MLPCN primary screen, SNCA 5' untranslated region | alpha-synuclein 5'UTR reporter, inhibitor activity | inhibition, % (tested at 7.5 µM) | 300,000 compounds, 0.82% hits | AID 1813; in the data active means inhibition above about 60%; inconclusive means no clear call, values can overlap the other calls;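 further: H4 neuroglioblastoma cells stably carrying SNCA 5'UTR luciferase fusion; 0% = DMSO wells and 100% = positive control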
IEC-6 cytotox: kills IEC-6 intestinal cells in KLF5 counter-screen | IEC-6 cytotoxicity, luminescence viability | inhibition, % at 5 µM | 290,000 compounds, 0.78% hits | AID 1825; in the data active means inhibition above about 22%;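 further: 0% = plate median of test compound wells and 100% = cytotoxic reference compound wells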
Active calls of the source: *; ? = inconclusive; . = not tested or not shown. Outcome played no part in choosing rows. About 6% of those tested had a hit in this group.

Start of the listing, in advance, 10 compounds:
SMILES | HSF-1 act | SKKanGAS inh | HSF1 inh | HIF activator | Platelet DG rel | HSP90 inh | AI-2 QS modul | KLF5 inh | aSyn UTR inh | IEC-6 cytotox
O=C(Nc1ccncc1)C1c2ccccc2Oc2ccccc21 | 4 | -4 | 7 | -0.4 | 1 | -1 | 19 | -2 | -13 | -5
Cc1ccc(-n2c(SCC(=O)c3c(N)n(C)c(=O)n(C)c3=O)nc3sc4c(c3c2=O)CCCC4)c(C)c1 | 2 | 7 | 5 | -0.9 | 8 | -1 | 0 | -15 | 24 | 1
Brc1ccc(-c2nnc(-c3ccccc3)o2)o1 | 28 | -3 | 14 | 2.7 | 2 | -1 | 11 | -175 | -64 | -4
C#CC[N+]1(CC#Cc2ccc(C)cc2)CCCCC1 | -5 | 8 | -6 | -0.1 | 6 | 6 | 7 | -29 | -4 | -3
CC1CN(C(=O)Nc2cccc(C(F)(F)F)c2)CC(C)O1 (stereo unspecified) | 3 | 4 | 2 | -0.1 | -6 | 1 | 12 | -10 | -2 | 3
Cc1ccc(C)c(N=Cc2c(O)c3ccccc3oc2=O)c1 | -14 | 0 | -4 | -25 | -7 | -2 | 4 | -37 | -5 | -3
COc1cccc(C(=O)N/N=C(\C)c2cccc(NC(=O)c3ccc(F)cc3)c2)c1OC | 10 | 9 | -3 | 1.0 | 0 | -1 | 14 | -33 | -27 | 2
CC(=O)C1C(c2ccc(C)cc2)c2c(noc2C)CC1(C)O (stereo unspecified) | -7 | 1 | 0 | -0.4 | -4 | 4 | 17 | -8 | -17 | -3
O=C(Oc1ccc([N+](=O)[O-])cc1)c1cc(-c2ccccc2)nc2ccccc12 | -2 | -7 | -5 | -0.7 | 5 | 0 | 7 | -16 | -17 | 3
COc1cc([N+](=O)[O-])cc2cc(C(=O)N3CCCC3)c(=O)oc12 | 2 | -2 | 5 | 0.1 | -5 | 4 | 44 | -16 | -1 | 8

The whole of this part, from the first entry:
SMILES | HSF-1 act | SKKanGAS inh | HSF1 inh | HIF activator | Platelet DG rel | HSP90 inh | AI-2 QS modul | KLF5 inh | aSyn UTR inh | IEC-6 cytotox
O=C(Nc1ccncc1)C1c2ccccc2Oc2ccccc21 | 4 | -4 | 7 | -0.4 | 1 | -1 | 19 | -2 | -13 | -5
Cc1ccc(-n2c(SCC(=O)c3c(N)n(C)c(=O)n(C)c3=O)nc3sc4c(c3c2=O)CCCC4)c(C)c1 | 2 | 7 | 5 | -0.9 | 8 | -1 | 0 | -15 | 24 | 1
Brc1ccc(-c2nnc(-c3ccccc3)o2)o1 | 28 | -3 | 14 | 2.7 | 2 | -1 | 11 | -175 | -64 | -4
C#CC[N+]1(CC#Cc2ccc(C)cc2)CCCCC1 | -5 | 8 | -6 | -0.1 | 6 | 6 | 7 | -29 | -4 | -3
CC1CN(C(=O)Nc2cccc(C(F)(F)F)c2)CC(C)O1 (stereo unspecified) | 3 | 4 | 2 | -0.1 | -6 | 1 | 12 | -10 | -2 | 3
Cc1ccc(C)c(N=Cc2c(O)c3ccccc3oc2=O)c1 | -14 | 0 | -4 | -25 | -7 | -2 | 4 | -37 | -5 | -3
COc1cccc(C(=O)N/N=C(\C)c2cccc(NC(=O)c3ccc(F)cc3)c2)c1OC | 10 | 9 | -3 | 1.0 | 0 | -1 | 14 | -33 | -27 | 2
CC(=O)C1C(c2ccc(C)cc2)c2c(noc2C)CC1(C)O (stereo unspecified) | -7 | 1 | 0 | -0.4 | -4 | 4 | 17 | -8 | -17 | -3
O=C(Oc1ccc([N+](=O)[O-])cc1)c1cc(-c2ccccc2)nc2ccccc12 | -2 | -7 | -5 | -0.7 | 5 | 0 | 7 | -16 | -17 | 3
COc1cc([N+](=O)[O-])cc2cc(C(=O)N3CCCC3)c(=O)oc12 | 2 | -2 | 5 | 0.1 | -5 | 4 | 44 | -16 | -1 | 8
CCOc1nc2cnccc2n(CC(=O)Nc2ccc(C)c(C)c2)c1=O | 39 | -3 | 4 | -0.2 | 2 | -2 | 0 | -4 | 8 | -1
O=C(CSc1nc2ccccc2c(=O)[nH]1)N1CCN(c2ccccc2)CC1 | 9 | -1 | 2 | 0.0 | -8 | 3 | 8 | -17 | 15 | 0
C=C(C)CNC(=S)Nc1cccc(N)n1 | -1 | 2 | -2 | 0.2 | 15 | 5 | 35 | 11 | 20 | 6
COc1cc(Cl)c([C@@H]2C[C@H]3CN(c4ccccc4)C(=O)[C@]34CCCN24)cc1OC | 12 | 2 | -5 | -0.5 | 2 | 3 | 18 | -26 | -14 | 0
COc1cccc(NC(=S)NC(=O)c2cncc(Br)c2)c1 | 45 | 2 | 10 | 0.8 | -6 | . | -3 | . | -29 | .
CCCCN(C(=N)N1CCCCC1)c1nc(C)c([N+](=O)[O-])c(=O)[nH]1 | -2 | -3 | 5 | -0.2 | -6 | -1 | 13 | -21 | 1 | -1
COC(=O)c1cn(C(=O)c2cc(Cl)ccc2Cl)c2ccccc12 | -7 | 1 | 1 | 0.0 | -3 | 7 | 6 | -10 | 9 | 5
CC1CN(S(=O)(=O)c2cn(C)c(=O)n(C)c2=O)CC(C)O1 (stereo unspecified) | -11 | 2 | -1 | -0.3 | -6 | -3 | 7 | -29 | 4 | -5
O=C(c1cc2ccccc2o1)N1CCN=C1SCc1cccc(F)c1 | 0 | -5 | 4 | . | 0 | 0 | 23 | -38 | -27 | 5
O=C1CN(C(=O)c2cccs2)c2ccccc2N1 | -4 | ? | 3 | -0.1 | 6 | -1 | 4 | 14 | -6 | 0
CC(=O)CSc1nnc(-c2ccc(S(=O)(=O)N3CCOCC3)cc2)n1C | -9 | 0 | -5 | 0.7 | -3 | 3 | 9 | 10 | -16 | -3
COc1ccc(CC(=O)OCc2cc3cccc(C)c3[nH]c2=O)cc1 | -28 | -8 | -15 | 0.3 | 3 | 1 | 51 | -38 | -8 | 1
O=S(=O)(c1ccccc1Cl)N1CCCC1c1nc(-c2ccccc2Cl)no1 (stereo unspecified) | 21 | 9 | 10 | 0.7 | 6 | 2 | 24 | 0 | 9 | 2
COc1ccc(-c2nc(CN3CCCCC3c3nccn3C)c(C)o2)c(C)c1C (stereo unspecified) | -2 | 24 | -1 | -0.1 | -4 | 0 | -6 | -9 | 17 | 7
CCCOc1ccc(/C(O)=C2/C(=O)C(=O)N(c3cc(C)on3)C2c2ccc(C(=O)OC)cc2)cc1 (stereo unspecified) | -9 | 12 | -1 | -28 | -3 | -2 | -3 | -26 | -16 | -2

The listing continues.
SMILES | HSF-1 act | SKKanGAS inh | HSF1 inh | HIF activator | Platelet DG rel | HSP90 inh | AI-2 QS modul | KLF5 inh | aSyn UTR inh | IEC-6 cytotox
O=C(COC(=O)c1ccc(Br)o1)NCc1ccco1 | 1 | -3 | 3 | 0.0 | -1 | 1 | 18 | -29 | 3 | 2
O=C(CN(Cc1cccs1)C(=O)CNS(=O)(=O)c1ccccc1)NCc1ccco1 | -2 | 7 | 0 | -0.2 | -5 | -2 | 7 | -9 | 25 | -6
Cc1nn(-c2ccccc2)c(C)c1/C=N/NC(=O)c1cc(-c2cccc3ccccc23)n[nH]1 | 19 | 51* | -3 | 0.8 | 1 | 2 | 20 | -58 | -2 | 7
O=C(COc1ccccc1)Nc1c2c(nn1-c1ccc(F)cc1)CS(=O)(=O)C2 | 12 | -2 | -5 | 0.4 | 5 | -1 | 6 | -31 | -6 | 3
Cn1nnnc1SCC(=O)NCc1ccccc1 | 26 | 3 | 2 | 0.4 | 13 | 0 | 2 | -39 | 19 | -2
COc1ccc(NS(=O)(=O)c2cc(NC(=O)/C=C/c3ccccc3OC)ccc2N2CCCCC2)cc1 | -5 | 15 | -7 | -30 | 1 | 3 | 57 | -13 | -6 | 5
C=CCn1c(SCC(=O)Nc2cc(C)on2)nnc1C1COc2ccccc2O1 (stereo unspecified) | 3 | -5 | -7 | -0.3 | -4 | 3 | 26 | -15 | 28 | 3
CC(CCc1ccc(O)cc1)NCc1ccc(Cl)cc1Cl (stereo unspecified) | 1 | 7 | 0 | -0.3 | 2 | -4 | 2 | -10 | 4 | -2
CSc1ccc(CNCC2CCCO2)cc1 (stereo unspecified) | 1 | -2 | -3 | 0.1 | -3 | -6 | 24 | -47 | 9 | -3
COc1ccc(/C=N/NC(=O)Cn2c(Cc3ccc(OC)c(OC)c3)nc3ccccc32)cc1OC | 4 | -7 | 6 | -0.1 | -4 | 0 | 8 | -9 | 13 | -4
COc1ccc(-c2nc(CS(=O)(=O)CC(=O)NCCCc3ccccc3)c(C)o2)cc1 | -20 | -7 | -1 | 0.0 | 5 | 0 | -8 | -5 | 47 | 4
COc1cc([N+](=O)[O-])ccc1NC(=O)CCCOc1ccc(C)cc1 | -40 | -2 | -21 | 2.4 | -2 | -1 | 11 | 1 | 17 | -2
Cc1cccc2cc(CN(CC3CCCO3)C(=O)c3cccs3)c(=O)[nH]c12 (stereo unspecified) | 20 | -1 | 1 | 0.0 | 2 | -3 | 18 | -18 | -7 | -6
Cc1ccc(CN2CCN(/N=C/c3ccc(C)s3)CC2)c(C)c1 | 38 | -2 | 16 | 0.0 | 0 | -5 | 6 | 14 | 12 | 0
COc1ccc(CNC(=O)C(c2ccco2)N(C(=O)c2snc(C(N)=O)c2N)c2ccccc2OC)cc1 (stereo unspecified) | 1 | 3 | 4 | -0.1 | -4 | 5 | 24 | -22 | 4 | -3
O=C(Oc1ccc(OC(=O)c2ccco2)c(S(=O)(=O)c2ccc(Br)cc2)c1)c1ccco1 | 15 | 0 | -5 | 0.0 | -4 | -2 | 6 | -32 | -14 | 0
Cc1ccc(Nc2nc(NCCO)c3ccccc3n2)cc1C | -11 | 5 | -12 | 2.5 | -7 | -7 | -12 | -43 | -76 | 2
COc1ccc(Cl)cc1CN1CCN(c2nc(C)cc(C)c2C#N)CC1 | 10 | 5 | 3 | -0.6 | 2 | -2 | 38 | -26 | -4 | 6
Cc1ccccc1N1C(=O)C(Oc2ccc(Cl)cc2)C1CNCC1CCCO1 (stereo unspecified) | 0 | -3 | 2 | -0.4 | 17 | 4 | 14 | -17 | 15 | 6
COc1ccc(Cn2ccnc2SCC(=O)Nc2nnc(C)s2)cc1 | -12 | 0 | -3 | 0.1 | -7 | -5 | 12 | 7 | -18 | 0
COc1ccccc1C1=NOC(C)(c2nnc(Cc3ccccc3)o2)C1 (stereo unspecified) | -4 | 2 | 2 | 1.0 | 1 | . | 15 | . | -9 | .
CC(=O)c1c(COC(=O)c2ccc(Cl)cc2)nc2ccccc2[n+]1[O-] | 9 | -23 | -3 | -0.5 | -15 | -3 | 2 | -26 | 13 | 1
COc1cccc(CC(=O)NC2CCSc3ccccc32)c1 (stereo unspecified) | 7 | 4 | -1 | -0.2 | -2 | 1 | . | -37 | 6 | -1
